# NPC1 promoter act = activators of NPC1 promoter; Huh7 NPC1 promoter luciferase reporter, 24 h; Potency, µM (highest dose often 9.22 µM), without a hit: at the top dose activation, hits mostly activators; actives 2.4% (n = 320,000);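 further: potency means the concentration at half of the fitted maximal effect; % of control where 0% means no effect; nearly all actives have a fitted effect of over 60% in size; reporter is driven by a mutant NPC1 promoter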
#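 Cells: Huh7 expressing luciferase under the NPC1 promoter, 1500/well. Seeded 2 h, compound added, incubated 24 h at 37 °C. Luciferase reagent, 10 min ambient, then luminescence.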
# VP16 counter = counter-screen for ROR gamma inhibitors: Gal4-VP16 reporter. Drosophila S2 Gal4-VP16 UAS-luciferase, luminescence, 20 h. Potency, µM (doses to about 53.6 µM), for inactives: at the top dose activity, negative = inhibition, actives largely listed as inhibitors. actives 3.5% (n = 310,000). AID 2546;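 further: Gal4-VP16 expression switched on by copper sulfate through the metallothionein promoter; potency means the concentration at half of the fitted maximal effect; on the % scale 0 is the no-effect control and ±100 the full control effect; nearly all actives have a fitted effect of over 50% in size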
# RORg inh = inhibitors of mouse ROR gamma transcriptional activity; P51450; Drosophila S2 Gal4-RORgamma UAS-luciferase reporter, 20 h; Potency, µM (titrated, usually from 53.6 µM), without a hit: at the highest dose activity change, negative = inhibition, hits mostly inhibitors; actives 5.4% (n = 310,000); AID 2551; further: potency means the concentration at half of the fitted maximal effect; on the % scale 0 is the no-effect control and ±100 the full control effect; nearly all actives have a fitted effect of over 60% in size
# Target sequence (P51450 whole entry, looked up, the tested form may be a part): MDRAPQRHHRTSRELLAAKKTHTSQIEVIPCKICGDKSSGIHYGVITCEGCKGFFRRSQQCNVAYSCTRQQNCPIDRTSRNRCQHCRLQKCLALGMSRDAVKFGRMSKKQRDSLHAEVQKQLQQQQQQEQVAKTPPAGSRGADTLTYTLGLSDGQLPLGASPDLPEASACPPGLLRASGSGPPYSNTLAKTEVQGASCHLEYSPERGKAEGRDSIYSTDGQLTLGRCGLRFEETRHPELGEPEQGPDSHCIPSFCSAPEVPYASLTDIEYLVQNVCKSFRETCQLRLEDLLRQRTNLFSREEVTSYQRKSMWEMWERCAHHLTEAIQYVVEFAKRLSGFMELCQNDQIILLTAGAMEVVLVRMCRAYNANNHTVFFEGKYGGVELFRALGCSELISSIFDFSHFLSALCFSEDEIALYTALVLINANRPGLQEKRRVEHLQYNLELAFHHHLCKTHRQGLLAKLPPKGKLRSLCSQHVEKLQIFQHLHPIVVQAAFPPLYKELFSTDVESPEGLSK
#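 Using a luciferase readout, inhibitors were identified by reduced reporter activity in Drosophila cells coexpressing a copper-inducible Gal4–ROR gamma fusion and UAS-driven Photinus luciferase, incubated 20 hr after 700 uM copper sulfate.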
# FLuc counter = firefly luciferase modulation, counter-screen for miR-21 project; Potency, µM (titrated, usually from 57.5 µM), inactives show at the top dose activity change, negative = inhibition, hits mostly inhibitors; P08659; actives 6.9% (n = 360,000); purified FLuc, Km substrates, luminescence inhibition;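 further: potency means the concentration at half of the fitted maximal effect; plate controls were vehicle for no effect and reference inhibitor for full effect; nearly all actives have a fitted effect of over 55% in size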
#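 Purified P. pyralis luciferase (10nM final) with 10uM D-luciferin and 10uM ATP (Km levels) in 50mM Tris acetate pH 7.5, 10mM Mg acetate, 0.01% Tween-20, 0.05% BSA; qHTS 6-point titration, ~60 µM downward; luminescence read.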
# p53 reactivator = mutant p53 re-activation in reporter cells | H1299 p53-A138V BP100-luciferase reporter, luminescence, 24 h | actives 0.063% (n = 320,000) | Potency, µM (titrated, usually from 92.2 µM), inactives show at the highest dose activity change, positive = activation, usual class: activators | AID 504706; further: potency means the concentration at half of the fitted maximal effect; % of control where 0% means no effect; nearly all actives have a fitted effect of over 45% in size
#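 p53-null H1299 cells stably carrying temperature-sensitive p53-A138V and a BP100-luciferase reporter were pinned with compounds (4-point, 1:5 series) and held 24 hrs at 37 deg C. Luminescence was read 10 min after detection reagent.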
# Giardia killer = Giardia lamblia killing; Giardia lamblia trophozoite viability; activity change, % at 7.66 µM, hits read low; actives 0.15% (n = 340,000); AID 540267; in the data active means activity change below about -80%; inconclusive means between about -30% and that limit;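 further: parasites exposed to compound for two days anaerobically before the ATP read; on the % scale 0 is the no-effect control and ±100 the full control effect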
#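 Compounds were tested on trophozoites seeded at 100 cells/well and held 48 hrs at 37 deg C anaerobically. An ATP-based luminescent kit measured the remaining live cells.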
# ELG1 genotoxic = inducers of genotoxicity in HEK293T ELG1-luciferase cells; HEK293T ELG1-luciferase reporter, luminescence, 16 h; Potency, µM (highest dose often 46 µM), without a hit: at the highest dose activity change, positive = activation, most hits filed as activators; actives 1.3% (n = 330,000); AID 504466; further: potency means the concentration at half of the fitted maximal effect; % of control where 0% means no effect; nearly all actives have a fitted effect of over 60% in size
#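 After overnight (16 hr) compound treatment at 37 °C, ELG1-luciferase HEK293T cells were lysed with ONE-Glo; luminescence quantified 30 min later at room temperature.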
# PKM2 activator = increases activity of human pyruvate kinase M2; P14618; purified PKM2, Kinase-Glo ATP luminescence, activation; response scale: 0% is enzyme alone, no compound; Potency, µM (highest dose often 57.5 µM), without a hit: at the top dose activation, most hits filed as activators; actives 0.34% (n = 260,000); further: potency means the concentration at half of the fitted maximal effect; on the % scale 0 is the no-effect control and ±100 the full control effect; nearly all actives have a fitted effect of over 55% in size
#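 Purified hPK-M2 (>95% pure) converted ADP (0.1 mM final) to ATP with 0.5 mM PEP in 50 mM imidazole pH7.2, KCl, MgCl2, Tween 20, BSA; 1 h at room temperature. ATP detected by Kinase-Glo luminescence.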
# BRCA1 expr act = BRCA1 expression activation. MCF7-BRCA1-FFLuc reporter, luminescence, 48 h; response scale: scaled: vehicle 0%, 10 µM genistein 100%. Potency, µM (doses to about 46.1 µM), for inactives: top-dose activation, actives largely listed as activators. actives 1.1% (n = 380,000). AID 624202; further: potency means the concentration at half of the fitted maximal effect; nearly all actives have a fitted effect of over 80% in size; some results filed as inactive show a strong effect at the top dose
#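 MCF7 cells carrying a BRCA1-firefly luciferase reporter (2000 cells/well, phenol-red free MEM) were attached for 2 h at 37 °C, then given compounds for 48 h. Luminescence was read 15 min after luciferase reagent; activity normalized to genistein (10 microM) and DMSO.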
# Rab9 promoter act = activates the Rab9 promoter; Potency, µM (series often up to 9.22 µM), inactives show top-dose activation, negative = inhibition, most hits filed as activators; Huh7 Rab9 promoter-luciferase reporter, luminescence, 24 h; AID 485297; actives 2.8% (n = 320,000); further: potency means the concentration at half of the fitted maximal effect; % of control where 0% means no effect; nearly all actives have a fitted effect of over 60% in size
#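 Cell-based reporter: Huh7 stable for Rab9 promoter-driven luciferase, plated in reduced-serum medium with 10% FBS at 1500 cells/well, compound-treated 24 h at 37 °C, luminescence read after 10 min reagent.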
# Menin-MLL TR inh = menin-MLL binding inhibition, Texas Red mutant peptide. Menin + Texas Red MLL mutant peptide, fluorescence polarization. Potency, µM (top dose mostly 61.6 µM), for inactives: at the top dose FP activity change, negative = inhibition, actives largely listed as inhibitors. actives 0.23% (n = 270,000); active means well fitted inhibition curve with a large enough effect in the polarisation, with a control signal flat, not every such curve was filed as active; inconclusive means small, poorly fitted or top-dose-only effect, or effect the other way, or a change in a side signal; inactive means no such curve, though single readings can be large or run the other way; the % refers to the polarisation; further: potency means the concentration at half of the fitted maximal effect; % of control where 0% means no effect; many of its hits are not listed in these tables
# Target sequence (O00255 whole entry, looked up): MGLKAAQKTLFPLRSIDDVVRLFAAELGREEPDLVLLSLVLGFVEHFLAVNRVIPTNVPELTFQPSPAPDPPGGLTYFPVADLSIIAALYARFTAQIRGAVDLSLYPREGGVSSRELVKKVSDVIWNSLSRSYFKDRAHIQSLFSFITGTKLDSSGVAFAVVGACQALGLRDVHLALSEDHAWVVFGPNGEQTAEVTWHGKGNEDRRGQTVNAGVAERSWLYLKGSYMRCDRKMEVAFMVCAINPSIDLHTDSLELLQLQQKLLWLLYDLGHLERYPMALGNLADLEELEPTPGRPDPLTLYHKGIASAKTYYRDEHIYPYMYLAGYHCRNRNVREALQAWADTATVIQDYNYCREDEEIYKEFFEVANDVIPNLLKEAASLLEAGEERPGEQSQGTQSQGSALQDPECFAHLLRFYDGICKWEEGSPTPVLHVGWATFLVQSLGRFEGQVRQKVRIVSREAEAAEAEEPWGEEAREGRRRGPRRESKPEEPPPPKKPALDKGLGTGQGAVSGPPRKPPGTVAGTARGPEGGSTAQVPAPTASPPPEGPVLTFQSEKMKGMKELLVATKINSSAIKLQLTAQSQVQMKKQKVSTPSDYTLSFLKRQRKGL
# Numbers without * were called inactive; u = inconclusive; x = not tested or not shown; & = joins results of further samples; [ ] = remark or other dose. Unless noted, the call rests on the fitted dose curve; in most records, active means well fitted curve in the direction sought with a large enough effect; inconclusive means small, poorly fitted or top-dose-only effect, or another doubt; inactive means no such curve, though single readings can be large; an effect the other way counts as inactive or inconclusive. These rows are one share of the data (hit frequency here may not be typical).
SMILES,NPC1 promoter act,VP16 counter,RORg inh,FLuc counter,p53 reactivator,Giardia killer,ELG1 genotoxic,PKM2 activator,BRCA1 expr act,Rab9 promoter act,Menin-MLL TR inh
COc1ccc(C2=NCCn3cccc32)c(OC)c1,-8%,1%,-4%,-1%,-12%,5,-1%,4%,7%,-2%,1%
CCOC(=O)c1c(-c2ccc(OC)cc2)csc1/N=C/C1=C(O)CCCC1=O,0%,u,u,3%,-23%,18,1%,2%,-75%,-4%,-4%
O=C(CCNS(=O)(=O)c1cccc2nonc12)Nc1ccc(Cl)cc1,3%,9%,-13%,1%,-7%,12,-10%,0%,-11%,0%,24%
CCN(CC)S(=O)(=O)c1ccc(-c2nnc(SCC(=O)Nc3cc(OC)cc(OC)c3)o2)cc1,-3%,-17%,-8%,4%,-6%,-4,3%,7%,-20%,-1%,x
CCOC(=O)c1ccc(NC(=O)CSc2n[nH]c(-c3ccncc3)n2)cc1,0%,0%,u,u,-4%,10,7%,5%,u,-3%,23%
COC(=O)c1ccccc1NC(=O)CSc1nncn1C,-2%,-2%,0%,2%,-2%,-4,3%,0%,-1%,-3%,-2%
CC(C)C(=O)NC(=S)Nc1ccccc1C(=O)Nc1ccccc1,2%,-5%,-34%,1%,10%,10,-2%,0%,9%,-7%,21%
O=C(c1ccc(Cl)c(Cl)c1)N1CCC(=O)N(C(COCc2cccc(C(F)(F)F)c2)Cc2ccccc2)CC1 (stereo not drawn),-6%,u,-40%,3%,-3%,-5,-18%,8%,-7%,-7%,-8%
COc1ccc(NC(=O)C2C(=O)NC3(C)CC2c2ccccc2O3)cc1 (stereo not drawn),0%,-2%,10%,4%,-16%,-11,0%,0%,15%,-3%,17%
CSc1ccccc1C(=O)C1CCCN(C(=O)CCc2cccnc2)C1 (stereo not drawn),22%,8%,8%,u,7%,-1,17%,-9%,13%,u,-1%
CCC1(CC)C(=O)C2=C3C1[C@H](C(=O)OC)C=C(C(=O)OC)C[C@H]3n1c(=O)n(C)c(=O)n1[C@H]2C (stereo partly drawn),x,-1%,1%,x,x,27&24,x,x,-4%,x,-1%
N#Cc1c(-c2ccccc2)cc(-c2ccc3c(c2)OCO3)[nH]c1=O,0%,x,x,5%,-5%,4,0%,x,-25%,-5%,x
COC(=O)c1ccc(CNC(=O)c2ccc(OCC(=O)N3CCOCC3)c(OC)c2)cc1,-2%,x,x,-1%,2%,22,5%,x,5%,-1%,x
O=C(CCCc1nc2ccccc2s1)N1CCN(S(=O)(=O)c2cccs2)CC1,-1%,-5%,44%,-16%,10%,-22,-4%,4.5µM*,-27%,-8%,-6%
O=C(CSc1nc(C2CCCCC2)nc2ccccc12)NCc1ccco1,1%,-25%,-39%,-2%,22%,-19,-3%,0%,-10%,0%,-16%
CCOC(=O)C1Oc2ccccc2C(c2ccc(C)cc2)=C1C(=O)OC (stereo not drawn),x,-7%,10%,x,-2%,-13,2%,x,12%,x,-16%[94.6 µM]
CCCCOc1ccc(N2C(=O)CC(NCc3ccncc3)C2=O)cc1 (stereo not drawn),1%,u,u,-7%,-3%,-11,3%,3%,5%,5%,13%
COCC(C)NC(=O)c1cc(-c2cccc(OC)c2)on1 (stereo not drawn),u,0%,3%,u,u,-12,u,-3%,10µM*,2.2µM*,-3%
CCC1(c2ccccc2)NC(=O)N(CC(=O)N(C)Cc2ccccc2)C1=O (stereo not drawn),-1%,4%,-17%,-2%,-1%,4,0%,x,6%,-3%,-20%
Cn1c(=O)n(C)c2cc(NS(=O)(=O)c3ccc(C(C)(C)C)cc3)ccc21,3%,u,u,2%,2%,-3,4%,7%,-23%,-7%,-9%
COc1ccc(NC2CCN(C3CC(=O)N(c4ccc(F)c(Cl)c4)C3=O)CC2)cc1 (stereo not drawn),-1%,-4%,-42%,10%,5%,3,-2%,u,1%,-6%,12%
O=C1CC(=O)CC(c2ccccc2)C1,2%,3%,-2%,-10%,-5%,-7,2%,0%,-2%,-1%,4%
COc1cc(C2C(=O)N(C3CCCC3)CC(=O)N2Cc2ccco2)ccc1OC(C)C (stereo not drawn),0%,7%,8%,0%,-8%,-28,4%,-19%,2%,2%,-13%
CCCCn1c(C)cc2c(c1=O)[C@H]1O[C@](CCCC)(Cc3cc(OC)c(OC)cc31)O2,-1%[1.84 µM],2%[10 µM],-2%[10 µM],1%[11.5 µM],x,x,x,-7%[11.5 µM],x,4%[1.84 µM],2%[11.7 µM]
Cc1ccc(-n2cc(CN3CCC(CO)(Cc4ccccc4)CC3)cn2)cc1,3%,4%,4%,-4%,1%,x,-1%,-1%,x,-1%,-23%

# Next entries.
SMILES,NPC1 promoter act,VP16 counter,RORg inh,FLuc counter,p53 reactivator,Giardia killer,ELG1 genotoxic,PKM2 activator,BRCA1 expr act,Rab9 promoter act,Menin-MLL TR inh
Cc1ccc2c(c1)C1C3CCC(C3)C1S(=O)N2 (stereo not drawn),-4%,-13%[10 µM],37%,0%,0%,-4,-14%,1%,-4%,-1%,-23%
CCCCNC(NCCCC)=C(S(=O)(=O)CC)S(=O)(=O)CC,1%,-3%,10%,1%,-1%,1,-3%,-10%,-43%,1%,u
COc1ccc(/C(C)=N/N=C(N)N)c(OC)c1,-2%,-4%,-5%,1%,1%,-18,-7%,-3%,-32%,-5%,x
CCOc1ccc(CNC(=O)C2Cc3cc(S(=O)(=O)N4CCCC4)ccc3N2C(C)=O)cc1 (stereo not drawn),2%,-6%,6%,7%,9%,-18,0%,x,8%,-3%,x
CC(C)c1nc(N2CCN(C(=O)c3ccco3)CC2)c2c3c(sc2n1)CCCC3,2%,-9%,-38%,-1%,-10%,2,-7%,0%,-50%,-8%,-18%
CCOc1ccc(CCNC(=O)CSc2nn(-c3ccc(C)c(Cl)c3)c(=S)s2)cc1OCC,0%,8%,-25%,3%,-9%,-21,8%,3%,-34%,-6%,11%
Cc1ccccc1NC(=O)Cc1nc(COC(=O)C(NC(=O)c2ccccc2C)C(C)C)cs1 (stereo not drawn),-5%,x,x,x,9%,-17,1%,x,-26%,1%,x
Cc1cc2cc(C=C(C#N)C#N)c(Cl)nc2cc1C,-2%,u,u,u,-12%,-16,u,-1%,40%,0%,10%
COCCSc1ccccc1C(=O)N1CCc2ccccc2C1,-3%,5%,1%,-3%,-3%,4,-1%,0%,2%,2%,-11%
CC12CCC(=O)N1c1ccccc1C(=O)N2c1ccccc1 (stereo not drawn),-2%,0%,8%,0%,2%,1,-7%,5%,11%,1%,-6%
Clc1cc2cccnc2c2ccccc12,-1%,-7%,6%,-11%,-5%,-9,-6%,2%,0%,1%,2%
CC1C=CCC2C(=O)N(c3cccc(C(=O)NCCc4ccccc4)c3)C(=O)C12 (stereo not drawn),10%,4%,1%,-3%,16%,19,0%,x,-9%,-3%,4%
Cc1ccc(C(=O)C(C)OC(=O)Cn2c(C)csc2=O)cc1 (stereo not drawn),-4%,-1%,-1%,2%,12%,25,4%,1%,1%,12%,x
N#CN=C1SCCS1,-1%,-2%,1%[10 µM],1%,0%,9,-2%,-8%,-14%,-6%,-6%
Cc1oc(-c2ccc3c(c2)OCCO3)cc1C(=O)O,-34%[inhibitor],1.4µM*,0.89µM*,2.4µM*,-37%,-11,-12%,9%,-82%[inhibitor],-39%[inhibitor],4%
CCOc1ccc(Oc2ccc(Cl)cc2NC(=O)C2=COCCO2)cc1,1%,x,x,4%,1%,9,16%,x,-23%,-1%,x
O=C1c2cccc3c([N+](=O)[O-])ccc(c23)C(=O)N1CC1CCCO1 (stereo not drawn),-40%[inhibitor],5.6µM*,16µM*,3%,-9%,-18,21µM*,11%,-57%,-28%,-11%
CC(C)(C)c1cc(Cl)ccc1OCCOCCN1CCCC1,2%,1%,0%,3%,-10%,6,-1%,0%[11.5 µM],-31%,-2%,4%
Cc1c(CCOC(=O)c2cc([N+](=O)[O-])ccc2Cl)sc[n+]1CCCCS(=O)(=O)[O-],-3%,-1%,-4%,0%,1%,-6,1%,-1%,-3%,-5%,12%
CCc1ccccc1SCc1noc(C(=O)NCC2CCCO2)c1C(=O)O (stereo not drawn),0%,-3%,4%,0%,8%,9,0%,-3%,14%,-1%,22%
Cn1c(=O)oc2cc(S(=O)(=O)NCCCN3CCCC3=O)ccc21,6%,-23%,5%,-2%,-8%,16,0%,-8%,-14%,-10%,5%[11.7 µM]
O=C(Nc1nn[nH]n1)C12CC3CC(CC(C3)C1)C2,-2%,0%,2%,-5%,-1%,-18,1%,18%,6%,-2%,-6%

# Screening data from PubChem.
